# Source: PubChem
# PLAP inhibitors HTS: inhibition of human placental alkaline phosphatase – biochemical, luminescence, HTS (AID 690). purified PLAP, luminescent substrate; higher % means a stronger effect. inhibition, % at 20 µM, or IC50 in µM where a hit was titrated. 96,000 tested, 0.08% active; in the data active = a potency from the dose series; inactive = the rest, 99 in 100 with inhibition below about 30%; note: strong numbers were not always called active
# NFkB transloc pot: enhances IL-1B driven NFkB nuclear translocation; HUVEC IL-1B NFkB p65 nuclear translocation imaging; activation, % at 2 µM; 94,000 tested, 0.3% active;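 active = activation above 40%, about the mean plus 3 SD, also judged a hit on visual image review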;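 note: percent activation is computed from the nuclear over cytoplasmic p65 intensity ratio; values of inactives mirror those of a sister screen read the other way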
# Bcl-B TR3 displacers: displacers of TR3 peptide from Bcl-B, primary screen, selectivity assay for Bfl-1 inhibitor project, biochemical, fluorescence polarization. 96,000 tested, 0.11% active. FP displacement of FITC-TR3 peptide from Bcl-B; higher % means a stronger effect. one-dose displacement, % at 20 µM; IC50 in µM for titrated hits. AID 748;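 active = displacement above 50% at 20 µM plus a fluorescence interference ratio under 1.5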;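 note: plate controls were wells without compound for no effect and wells lacking Bcl-B protein for full effect; a part of the inactive calls stands beside numbers as strong as those of hits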
# NFkB transloc inh: blocks IL-1B driven NFkB nuclear translocation in HUVEC cells; inhibition, % at 2 µM; AID 796; 94,000 tested, 0.43% active; HUVEC IL-1B NFkB p65 nuclear translocation imaging;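 active = inhibition above about 30% together with a positive call from visual inspection of the well image, limit read from the data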;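 note: nuclear over cytoplasmic p65 intensity ratio measured by imaging; 0% = IL-1B stimulated DMSO wells and 100% = unstimulated DMSO wells; values of inactives mirror those of a sister screen read the other way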
# MRP resist rev: compounds reversing MRP-mediated drug resistance | H69AR cells + 2 uM doxorubicin, CellTiter-Glo, 72 h | differential viability (reversal), % at 10 µM | 85,000 tested, 0.04% active | AID 602;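 active = viability drop by adding the cancer drug above about 55%, with treated viability meeting a 40% cutoff, limit read from the data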;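 note: viability without doxorubicin minus viability with 2 µM doxorubicin for each compound; larger differential means the compound sensitizes cells more to doxorubicin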
# MRP resist rev cytotoxicity: also measured in MRP resist rev; calls as there; viability, %; H69AR cells, CellTiter-Glo, 72 h; measured here: cytotoxicity without doxorubicin
# MRP resist rev with doxorubicin: second read-out of MRP resist rev, no call of its own (marks repeat the call); viability, %; measured here: viability with 2 uM doxorubicin; hits give low values
# NFkB transloc inh cell count 2 µM: further read-out of NFkB transloc inh, marked with its call; cell count; measured here: cells passing quality filter;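 raw number of nuclei counted in each imaged well without normalization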
# NFkB transloc pot cell count 2 µM: also measured in NFkB transloc pot; calls as there; cell count; measured here: cells passing quality filter
# Starred values were filed as active, the others as inactive; . = not tested or not shown.
# Start of the data: the first 3 compounds as a preview:
SMILES	PLAP inhibitors HTS	NFkB transloc pot	NFkB transloc pot cell count 2 µM	Bcl-B TR3 displacers	NFkB transloc inh	NFkB transloc inh cell count 2 µM	MRP resist rev	MRP resist rev cytotoxicity	MRP resist rev with doxorubicin
Cc1nn(CCCC(=O)N2CCc3ccccc3C2)c(=O)c2cc3sccc3n12	-78.3%	-3.9	186	-8.1%	3.9	186	-20.7	72.1	92.9
O=C1C2CCCN2C(c2ccc(F)c(F)c2)N1c1cccc(Cl)c1 (centres undefined)	-42.8%	-5.9	159	29.2%	5.9	159	18.4	102.1	83.7
O=C(Nc1ccc(NC(=O)C2CCCN2C(=O)OCc2ccccc2)cc1)c1ccco1 (centres undefined)	22.0%	.	.	-0.8%	.	.	11.3	91.0	79.8

# The list itself (from the top)
SMILES	PLAP inhibitors HTS	NFkB transloc pot	NFkB transloc pot cell count 2 µM	Bcl-B TR3 displacers	NFkB transloc inh	NFkB transloc inh cell count 2 µM	MRP resist rev	MRP resist rev cytotoxicity	MRP resist rev with doxorubicin
Cc1nn(CCCC(=O)N2CCc3ccccc3C2)c(=O)c2cc3sccc3n12	-78.3%	-3.9	186	-8.1%	3.9	186	-20.7	72.1	92.9
O=C1C2CCCN2C(c2ccc(F)c(F)c2)N1c1cccc(Cl)c1 (centres undefined)	-42.8%	-5.9	159	29.2%	5.9	159	18.4	102.1	83.7
O=C(Nc1ccc(NC(=O)C2CCCN2C(=O)OCc2ccccc2)cc1)c1ccco1 (centres undefined)	22.0%	.	.	-0.8%	.	.	11.3	91.0	79.8
O=C(CN(c1ccc(F)cc1)S(=O)(=O)c1ccc2c(c1)OCCO2)Nc1cccnc1	-26.8%	4.6	128	-6.2%	-4.6	128	19.1	91.7	72.7
O=C(CSc1ccccc1)Nc1ccccc1N1CCOCC1	11.0%	5.2	87	0.3%	-5.2	87	1.8	91.4	89.6
Cc1ccc(S(=O)(=O)N2CCN(C(=O)N3CCOCC3)C2C(C)C)cc1 (centres undefined)	5.8%	.	.	1.9%	.	.	0.7	99.7	99.0
O=C(Nc1ccc2c(c1)OCCO2)C1c2ccccc2C(=O)N2CCc3ccccc3C12 (centres undefined)	14.8%	2.8	126	19.9%	-2.8	126	5.5	100.5	95.0
Cc1ccc(S(=O)(=O)c2ccccc2)cc1S(=O)(=O)N1CCOCC1	.	2.8	91	.	-2.8	91	10.3	83.7	73.4
CC(=O)NCCOc1cccc(OCCNC(C)=O)c1	.	-4.4	76	.	4.4	76	7.5	104.1	96.6
CC(C)(C)c1cc(=O)n2c(nc3ccccc32)[nH]1	-0.6%	-0.8	166	5.9%	0.8	166	-2.4	75.5	77.8
Cn1c(=O)[nH]c(=O)c2c1nc(NCCCO)n2CCCc1ccccc1	11.6%	-3.9	129	0.7%	3.9	129	19.3	95.2	76.0
O=S(=O)(Nc1nc2ccccc2[nH]1)c1ccccc1	4.9%	-3.6	93	-2.7%	3.6	93	3.1	90.6	87.5
O=C(COC(=O)c1cn(-c2ccccc2)nc1-c1cccs1)NC1CC1	14.6%	25.6	192	-10.8%	-25.6	192	-5.4	65.2	70.5
O=C(OCn1ncc(Br)c(Br)c1=O)c1ccccc1Cl	4.9%	-87.5	34	-8.9%	64.7*	159*	-0.5	1.2	1.7
COc1ccc(OC)c(N(CC(=O)Nc2cccnc2)S(=O)(=O)c2ccccc2)c1	-116.9%	-8.2	112	5.5%	8.3	112	-10.0	84.9	94.9
Cc1nnc(SCc2c(Cl)cccc2Cl)s1	-3.9%	6.7	154	-7.5%	-6.7	154	13.7	93.8	80.1
CCOC(=O)c1sc(NC(=S)NC(=O)c2ccccc2Cl)c(C(=O)OCC)c1C	-18.7%	33.5	129	-0.8%	-33.5	129	.	.	.
Cc1ccccc1-c1nnc(SCC(=O)Nc2ccc3c(c2)OCCO3)n1N	22.3%	7.0	104	-10.5%	-7.0	104	11.6	98.0	86.4
COc1ccc(OC)c(N(CC(=O)O)S(=O)(=O)c2ccc(OC)c(OC)c2)c1	-9.4%	.	.	-7.7%	.	.	.	.	.
Cc1cc(NC(=O)CSc2nnc(CNc3ccc(F)cc3)n2C2CCCCC2)no1	11.3%	-0.6	105	-0.4%	0.6	105	-1.2	93.4	94.6
CCn1c(SCC(=O)Nc2ccc3c(c2)OCO3)nc2ccccc21	.	3.8	65	.	-3.8	65	4.2	84.8	80.6
Cc1cccc(NC(=O)c2cccnc2)c1	7.0%	0.8	87	0.2%	-0.8	87	13.8	100.2	86.3
COc1ccc2[nH]cc(CCN=C3SCC(=O)N3C)c2c1	-10.6%	11.1	111	-14.8%	-11.1	111	3.2	97.5	94.3
CC1CCc2nn(CC(=O)NCCN3CCOCC3)cc2C1 (centres undefined)	0.1%	6.1	44	0.0%	-6.1	44	1.4	98.8	97.4
Cc1ccc(C2NC(=O)c3c(sc(C)c3C)N2)c(O)c1 (centres undefined)	11.7%	10.9	152	-13.4%	-10.9	152	-8.3	78.4	86.7
CC(C)N(C(=O)NC(=O)NCC1CCCO1)S(C)(=O)=O (centres undefined)	11.4%	-0.7	208	9.7%	0.7	208	17.5	102.6	85.1
C#CC(C)(C)NC(=O)CSc1nc2c(c(=O)n(C)c(=O)n2C)n1CCCC	-28.9%	-9.0	159	3.4%	9.0	159	-5.5	93.9	99.4
CC(=O)C1=C(c2ccccc2)NC(=O)NC1c1ccccc1OCC#N (centres undefined)	0.9%	11.5	143	-13.1%	-11.5	143	5.4	89.6	84.2
COc1ccc(OC)c(/C=N/NC(=O)CC2C(=O)NN=C2C)c1 (centres undefined)	-3.9%	-7.3	161	12.9%	7.3	161	.	.	.
CCC(C)NC(=O)COc1ccc(Br)c(C)c1 (centres undefined)	-7.2%	-0.9	176	-5.9%	0.9	176	2.4	96.1	93.7
COC(=O)CSc1ccc2c(N)c(C(=O)OC)sc2c1	19.3%	.	.	-4.2%	.	.	3.4	105.0	101.6
O=C(CSc1ncn[nH]1)Nc1ccnc2ccccc12	-93.0%	-15.3	169	-8.2%	15.3	169	-15.6	83.9	99.5
C=CCn1c(SCC(=O)NCc2cccs2)nnc1C1CCCCC1	10.8%	.	.	-3.0%	.	.	17.9	101.2	83.3
Cc1ccc(NC(=O)c2ccc(CNS(=O)(=O)c3cccc(C(F)(F)F)c3)cc2)cc1	20.5%	-3.1	177	-2.2%	3.1	177	.	.	.
CC(=O)N=C1SC2CS(=O)(=O)CC2N1c1c(Cl)cccc1Cl (centres undefined)	12.8%	1.8	78	0.9%	-1.8	78	-4.0	88.3	92.3
COc1cc(-c2nnc(SCC(=O)Nc3ccc4c(c3)OCCO4)o2)cc(OC)c1OC	-53.1%	-11.9	165	-4.5%	11.9	165	-7.2	61.8	69.0
O=C1CCCC2=C1C1(CCCC1)N=C(Nc1nc3ccccc3s1)N2	-14.9%	-6.3	89	-6.3%	6.3	89	-0.3	58.1	58.4
CCOC(=O)Cn1c(=O)c2c(nc3n2CCN3Cc2ccccc2)n(C)c1=O	-18.8%	-2.5	100	0.7%	2.5	100	-21.7	47.3	69.0
COc1ccc2c(c1)C1(C)CC(C)(C)N2C(=O)N1c1ccccc1 (centres undefined)	-10.5%	2.8	134	7.6%	-2.8	134	.	.	.
CCOc1ccccc1OC(=O)c1ccco1	2.1%	-1.3	76	-8.8%	1.3	76	-4.3	88.1	92.4
CCOc1nc(N=C(N)N)nc2c(C)cccc12	-1.5%	12.4	192	10.6%	-12.4	192	.	.	.
CC(O)(CS(=O)(=O)Cc1ccccc1)C(=O)Nc1cccc(C(F)(F)F)c1 (centres undefined)	9.2%	12.8	142	-4.7%	-12.8	142	.	.	.
Cc1ccc(NC(=O)c2c(C(F)(F)F)nn(C)c2SCc2ccc(Cl)cc2)cc1C	-13.7%	.	.	-7.4%	.	.	.	.	.
O=C(c1ccc(N2CCOCC2)nc1)N1CCOCC1	4.6%	-3.8	134	3.6%	3.8	134	5.7	95.9	90.2
O=C(Nc1ccc2c(c1)OCCO2)c1cccc(S(=O)(=O)N2CCOCC2)c1	21.6%	23.4	173	-9.1%	-23.4	173	-14.5	68.7	83.2
O=C(CCN1C(=O)C2C3C=CC(C3)C2C1=O)N1CCN(c2cccc(Cl)c2)CC1 (centres undefined)	-36.6%	-3.9	104	-3.1%	3.9	104	15.2	93.6	78.4
COC(=O)c1ccccc1NC1CC(=O)N(c2c(C)cccc2C)C1=O (centres undefined)	-26.8%	2.2	161	1.9%	-2.2	161	.	.	.
O=C(c1ccccc1)C1C(=O)c2ccccc2C1=O	-18.2%	-2.0	135	5.4%	2.0	135	-16.1	77.6	93.7
COc1ccc(CCCc2nnc(SCC(=O)Nc3cc(C)ccc3C)o2)cc1	5.2%	15.9	183	-9.5%	-15.9	183	18.3	96.8	78.5
Cc1ccc(NC(=O)c2cc3nc(C)cc(C)n3n2)cc1	-12.0%	-8.8	103	1.3%	8.8	103	-2.5	85.1	87.6
CCN(C(=O)CN1CCN(c2ccccc2OC)CC1)c1c(N)n(Cc2ccccc2)c(=O)[nH]c1=O	-14.2%	31.9	101	-1.3%	-31.9	101	5.3	100.4	95.1
Cn1c(=O)c2c(nc(N3CCN(Cc4ccccc4)CC3)n2CC(=O)c2ccccc2)n(C)c1=O	.	14.8	79	.	-14.8	79	4.9	31.7	26.8
CC(C)C(=O)Nc1ccc(Sc2ccc(F)cc2)cc1	15.9%	6.1	145	-10.6%	-6.1	145	.	.	.
COc1ccc(-c2noc(-c3ccccc3C(=O)NCc3ccco3)n2)cc1OC	24.8%	-6.2	88	-6.4%	6.3	88	6.3	55.7	49.4
COCCN1C(=O)c2oc3c(C)cc(C)cc3c(=O)c2C1c1cccc(O)c1 (centres undefined)	-21.3%	3.2	128	-8.8%	-3.2	128	1.0	72.3	71.2
CC1CCN(C(=O)CSc2nnc(Cc3cccn3C)n2-c2ccc(F)cc2)CC1	-53.9%	.	.	-0.6%	.	.	19.7	102.7	83.0

# (further entries)
SMILES	PLAP inhibitors HTS	NFkB transloc pot	NFkB transloc pot cell count 2 µM	Bcl-B TR3 displacers	NFkB transloc inh	NFkB transloc inh cell count 2 µM	MRP resist rev	MRP resist rev cytotoxicity	MRP resist rev with doxorubicin
COC(=O)CN1C(=O)C2(C(C#N)=C(N)Oc3ccccc32)C2=C1CC(C)(C)CC2=O (centres undefined)	0.1%	0.7	97	4.6%	-0.7	97	2.2	99.5	97.3
CC(NC(=O)C(Cc1ccccc1)N1C(=O)C2C3CCC(C3)C2C1=O)c1ccccc1 (centres undefined)	-5.4%	16.9	80	10.1%	-16.9	80	.	.	.
Cc1noc(C)c1COC(=O)c1ccc2c(c1)S(=O)(=O)c1ccccc1C2=O	-5.3%	-3.0	184	15.7%	3.0	184	9.3	83.5	74.2
O=C(c1ccccc1)N1CC(COc2ccccc2)OC(c2ccco2)O1 (centres undefined)	-17.9%	-6.4	129	3.8%	6.4	129	8.6	94.0	85.4
COc1ccc(-c2n[nH]c3c2C(c2ccc(OC)c(OC)c2)N(c2ccccc2)C3=O)cc1 (centres undefined)	-142.6%	6.4	185	8.1%	-6.4	185	7.7	62.6	54.9
Cc1ccc(-n2c(C)cc3c2CC(C)(C)CC3=O)cc1C	-9.8%	-2.1	133	1.1%	2.1	133	0.1	86.8	86.7
COc1ccc2nc(NC(=O)C3CCCN(S(=O)(=O)c4cccc5nsnc45)C3)sc2c1 (centres undefined)	-29.1%	0.9	155	-35.2%	-0.9	155	-22.2	68.2	90.4
CCn1cc(C(=O)O)c(=O)c2cc(F)c(N3CCN(C(=O)Nc4ccccc4)CC3)cc21	-22.3%	2.6	165	3.9%	-2.6	165	-21.5	50.4	71.9
COc1ccccc1C(=O)Nc1ccc(N2CCN(S(C)(=O)=O)CC2)cc1	3.6%	13.7	188	-2.9%	-13.7	188	3.5	95.4	92.0
Cc1ccc(SCCNC(=O)c2ccc(C)c(S(=O)(=O)Nc3ccccc3C)c2)cc1	-23.0%	-1.8	116	0.7%	1.8	116	.	.	.

# An excerpt. The share of hits here may be higher or lower than overall.
